TCR-CD3 inh: inhibitors of human TCR-CD3 interaction. TAMRA-labeled TCR probe fluorescence, biochemical. inhibition, % at 9.4 µM. actives 0.37% (n = 360,000); in the data active means inhibition above about 19%;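 further: recombinant mutant TCR 2C K166C tagged with TAMRA read by polarization; 0% = receptor in buffer alone and 100% = receptor with positive control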
NPR2 activator: GC-B (human) receptor activation; actives 0.11% (n = 370,000); P20594; HEK293-GC-B cells, CNP EC30, cGMP TR-FRET; 0% at EC30 CNP, 100% saturating CNP; AID 1920062; activation, % at 10 µM;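 active means activation at 10 µM reaching about 35% in either raw or pattern-adjusted values, limit read from the data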
Target sequence (P20594 whole entry, looked up): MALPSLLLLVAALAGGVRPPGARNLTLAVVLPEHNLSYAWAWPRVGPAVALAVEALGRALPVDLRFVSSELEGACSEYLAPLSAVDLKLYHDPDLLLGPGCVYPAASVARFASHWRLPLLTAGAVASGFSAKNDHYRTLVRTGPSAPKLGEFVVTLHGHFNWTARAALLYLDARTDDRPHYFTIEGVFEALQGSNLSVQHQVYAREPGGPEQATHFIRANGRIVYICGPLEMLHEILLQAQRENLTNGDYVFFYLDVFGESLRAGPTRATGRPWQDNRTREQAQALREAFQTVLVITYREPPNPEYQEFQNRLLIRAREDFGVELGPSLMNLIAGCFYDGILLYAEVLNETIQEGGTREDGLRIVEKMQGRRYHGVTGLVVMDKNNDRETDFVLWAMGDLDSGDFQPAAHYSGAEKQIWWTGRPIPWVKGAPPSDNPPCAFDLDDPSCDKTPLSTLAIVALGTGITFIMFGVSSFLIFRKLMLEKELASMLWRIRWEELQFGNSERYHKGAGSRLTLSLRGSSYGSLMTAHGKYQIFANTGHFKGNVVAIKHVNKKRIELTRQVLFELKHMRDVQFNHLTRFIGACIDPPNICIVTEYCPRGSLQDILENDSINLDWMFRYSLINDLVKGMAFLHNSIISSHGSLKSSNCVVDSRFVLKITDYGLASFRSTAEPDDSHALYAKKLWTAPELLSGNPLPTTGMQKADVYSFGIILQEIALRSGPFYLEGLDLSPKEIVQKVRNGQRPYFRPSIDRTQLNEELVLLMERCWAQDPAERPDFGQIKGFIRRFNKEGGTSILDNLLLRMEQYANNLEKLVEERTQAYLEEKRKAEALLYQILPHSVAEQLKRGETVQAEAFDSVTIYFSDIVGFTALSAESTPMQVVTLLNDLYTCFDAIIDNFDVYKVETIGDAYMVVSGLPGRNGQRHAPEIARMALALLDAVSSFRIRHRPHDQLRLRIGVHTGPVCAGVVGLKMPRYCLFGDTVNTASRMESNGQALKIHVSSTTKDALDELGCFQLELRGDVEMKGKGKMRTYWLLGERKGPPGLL
TDP2 absorb: blocks human TDP2 phosphodiesterase activity; O95551; recombinant TDP2, T5PNP hydrolysis, p-nitrophenol absorbance 415 nm; actives 0.34% (n = 370,000); inhibition, % at 12.8 µM; AID 720702;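 active means inhibition above the mean of all tested compounds plus 3 SD, set per campaign, cut at about 25% in these data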;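 further: 0% = DMSO with enzyme and 100% = buffer with substrate but no TDP2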
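Evaluation: % inhibition relative to enzyme-containing and enzyme-free wells. Material: recombinant human TDP2. Benchmarks: enzyme-free and DMSO wells. Timing: enzyme reaction with compound for 2 h at 37 °C. Compound dosing: 12.8 µM only. Measured by: p-Nitrophenol epi absorbance. Reagent: T5PNP substrate at 5 mM, a TopII-DNA adduct mimic. Replication: single well per compound.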
ABHD4 inh: inhibitors of mouse ABHD4; purified mABHD4, FP-Rh probe fluorescence polarization; inhibition, % at 8.92 µM; actives 0.54% (n = 370,000); Q8VD66;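 active means inhibition exceeding the mean over every tested compound plus 3 SD, cut at about 30% in these data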;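 further: 0% = plate median of compound wells and 100% = S159A mutant with DMSO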
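system = mouse ABHD4 enzyme, wild type | medium = HEPES pH 7.0, NaCl, Pluronic buffer | also added = FP-Rh probe | incubation = Enzyme–compound pre-incubation 45 min, then probe 60 min, both 25 °C | technique = fluorescence polarization, excitation 525 nm, emission 598 nm, BODIPY TMR filters | controls = S159A mutant high control, sample median low control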
LEDGF integ inh: blocks HIV-1 LEDGF/p75-dependent DNA integration; inhibition, % at 3.7 µM; actives 0.64% (n = 370,000); TR-FRET IN-LEDGF/p75 DNA integration, Eu/Cy5;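 active means inhibition above the screen-wide mean plus 3 SD, cut at about 13% in these data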;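 further: signal is the Cy5 over europium emission ratio at 671 and 618 nm; 0% = plate median of compound wells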
PRMT1 FP inh: inhibitors of human PRMT1; recombinant PRMT1, activity-based probe fluorescence polarization; inhibition, % at 2.79 µM; actives 1.3% (n = 370,000); AID 652257;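 active means inhibition above about 21% made by adding two undisclosed values, limit read from the data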
HTRA1 inh: HTRA1 (human) protease inhibition. actives 0.5% (n = 340,000). inhibition, % at 5.96 µM. AID 504803. recombinant HTRA1, FP-rhodamine activity-based probe, fluorescence polarization. Q92743; in the data active means inhibition above about 36%;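 further: 0% = enzyme with DMSO and 100% = wells lacking enzyme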
MBD2 inh: blocks human MBD2 binding to methylated DNA; TR-FRET, MBD2 binding to methylated oligonucleotide; actives 0.31% (n = 370,000); Q9UBB5; inhibition, % at 4.4 µM; AID 686964; in the data active means inhibition above about 13%
SIAE inh: inhibitors of human sialic acid acetylesterase SIAE. actives 0.69% (n = 370,000). inhibition, % at 9.66 µM. Q9HAT2. AID 1053197. SIAE FP-Rh probe binding, fluorescence polarization;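 active means inhibition above a cutoff: mean of compounds within the control limits plus 3 SD of those, cut at about 17% in these data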;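 further: 0% = plate median of compound wells and 100% = probe without SIAE protein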
rCAG RNA binder: molecules binding r(CAG) RNA repeats; inhibition, % at 3 µM; actives 1.3% (n = 370,000); AID 651821; r(CAG) RNA repeat, TO-PRO-1 dye displacement fluorescence;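 active means inhibition above the plate cutoff, the mean of all test compounds on that plate plus 3 SD, cut at about 35% in these data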;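 further: 0% = DMSO alone and 100% = 100 µM mitoxantrone as full dye displacement; higher means more dye released from RNA so lower well fluorescence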
An asterisk follows results filed as active. An excerpt. The share of hits here may be higher or lower than overall.

O=C(/C=C/c1ccccc1)Nc1ccc(C(=O)N2CCCCC2)cc1 was read as TCR-CD3 inh 2, NPR2 activator -4, TDP2 absorb -2, ABHD4 inh -10, LEDGF integ inh -3, PRMT1 FP inh 2, HTRA1 inh 1, MBD2 inh -1, SIAE inh 1 and rCAG RNA binder -4.
For CCCCc1nc2cc(C(=O)N3CCC(O)CC3)ccc2o1 the results were TCR-CD3 inh -1, NPR2 activator -4, TDP2 absorb -11, ABHD4 inh -4, LEDGF integ inh 1, PRMT1 FP inh 1, HTRA1 inh 3, MBD2 inh -2, SIAE inh -3 and rCAG RNA binder -3.
`O=C(Nc1ccc2c(c1)OCO2)Nc1ccc(Cl)cc1Cl` gave TCR-CD3 inh 6, NPR2 activator -3, TDP2 absorb 8, ABHD4 inh 1, LEDGF integ inh -3, PRMT1 FP inh -2, HTRA1 inh -5, MBD2 inh -7, SIAE inh 5 and rCAG RNA binder 4.
COc1ccc(/C=N/NC(=O)CCn2nc(C)cc2C)cc1O was read as TCR-CD3 inh 5, NPR2 activator 4, TDP2 absorb -10, ABHD4 inh 6, LEDGF integ inh 1, PRMT1 FP inh -2, HTRA1 inh -4, MBD2 inh -1, SIAE inh -3 and rCAG RNA binder -3.
Screening O=C(CSCc1ccccc1Cl)NCCSc1ccccn1 returned TCR-CD3 inh 1, NPR2 activator -2, TDP2 absorb 1, ABHD4 inh -1, LEDGF integ inh 6, PRMT1 FP inh -7, HTRA1 inh -6, MBD2 inh -7, SIAE inh 3 and rCAG RNA binder -7.
`Cn1c(SCc2ccc([N+](=O)[O-])cc2)nnc1-c1cccnc1` gave TCR-CD3 inh 8, NPR2 activator -5, TDP2 absorb 1, ABHD4 inh 6, LEDGF integ inh 2, PRMT1 FP inh -6, HTRA1 inh 0, MBD2 inh -5, SIAE inh -1 and rCAG RNA binder -3.
`Cc1cc(NC(=O)CN2C(=O)CCSc3ccccc32)no1` gave TCR-CD3 inh 4, NPR2 activator 1, TDP2 absorb 2, ABHD4 inh -8, LEDGF integ inh 1, PRMT1 FP inh -6, HTRA1 inh 6, MBD2 inh -3, SIAE inh 5 and rCAG RNA binder -1.
`O=C(NCc1ccc2c(c1)OCO2)c1nn2cccnc2c1Cl` gave TCR-CD3 inh 4, NPR2 activator 7, TDP2 absorb 4, ABHD4 inh -1, LEDGF integ inh -2, PRMT1 FP inh -3, HTRA1 inh -5, MBD2 inh -1, SIAE inh 5 and rCAG RNA binder 2.
Screening CN(CC(=O)Nc1sc2c(c1C#N)CCCCC2)Cc1nc2ccccc2c(=O)[nH]1 returned TCR-CD3 inh 3, NPR2 activator -8, TDP2 absorb 10, ABHD4 inh 1, LEDGF integ inh -1, PRMT1 FP inh -2, HTRA1 inh -4, MBD2 inh -2, SIAE inh 2 and rCAG RNA binder 4.
Screening CC(C)(C)OC(=O)N1CCC[C@H]1C(=O)N/N=C/c1ccc2nccnc2c1 returned TCR-CD3 inh -11, NPR2 activator 1, TDP2 absorb -17, ABHD4 inh -12, LEDGF integ inh 1, PRMT1 FP inh 11, HTRA1 inh -5, MBD2 inh 1, SIAE inh -3 and rCAG RNA binder -6.
Screening O=C(CCC(=O)OCCOc1ccccc1)OCCOc1ccccc1 returned TCR-CD3 inh 3, NPR2 activator 0, TDP2 absorb -7, ABHD4 inh -7, LEDGF integ inh 5, PRMT1 FP inh -3, MBD2 inh -9, SIAE inh -2 and rCAG RNA binder 0.
CCn1c(CN2CCN(c3ccc(Cl)cc3)CC2)nc2ccccc21 was read as TCR-CD3 inh 0, NPR2 activator -3, TDP2 absorb -6, ABHD4 inh -1, LEDGF integ inh 4, PRMT1 FP inh -2, HTRA1 inh 2, MBD2 inh 1, SIAE inh 3 and rCAG RNA binder -6.
For COc1ccc(C)cc1NC(=O)C(OC(=O)c1cnc(C)cn1)c1ccccc1 (centres undefined) the results were TCR-CD3 inh -10, NPR2 activator 8, TDP2 absorb -6, ABHD4 inh -9, LEDGF integ inh 1, PRMT1 FP inh 0, HTRA1 inh -8, MBD2 inh 8, SIAE inh 4 and rCAG RNA binder 0.
`O=C(NC(=S)Nc1ccc(N2CCOCC2)cc1)c1cccc(Cl)c1Cl` gave TCR-CD3 inh -2, NPR2 activator 2, TDP2 absorb 0, ABHD4 inh -4, LEDGF integ inh -3, PRMT1 FP inh 2, HTRA1 inh -1, MBD2 inh 3, SIAE inh 8 and rCAG RNA binder -1.
O=C(/C=C/c1ccc(Cl)cc1Cl)N(Cc1ccc(Cl)cc1)C1CCS(=O)(=O)C1 (centres undefined) was read as TCR-CD3 inh 3, NPR2 activator -19, TDP2 absorb 5, ABHD4 inh 5, LEDGF integ inh 1, PRMT1 FP inh 1, HTRA1 inh -4, MBD2 inh -2, SIAE inh 5 and rCAG RNA binder 3.
`CCCC(=O)NCCc1cc(OC)c(OC)cc1Br` gave TCR-CD3 inh 3, NPR2 activator 1, TDP2 absorb -1, ABHD4 inh 5, LEDGF integ inh 4, PRMT1 FP inh 1, HTRA1 inh 3, MBD2 inh 0, SIAE inh 3 and rCAG RNA binder 0.
CCC(=O)N1c2ccc(S(=O)(=O)CCC(=O)N3CCN(c4ccccc4)CC3)cc2CC1C (centres undefined) was read as TCR-CD3 inh 4, NPR2 activator -3, TDP2 absorb -3, ABHD4 inh -12, LEDGF integ inh 4, PRMT1 FP inh -2, HTRA1 inh 8, MBD2 inh 1, SIAE inh 7 and rCAG RNA binder -3.
`COCCNC(=O)C(c1cccs1)N(C(=O)Cn1nnc2ccccc21)c1ccccc1` (centres undefined) gave TCR-CD3 inh 1, NPR2 activator -8, TDP2 absorb -7, ABHD4 inh -2, LEDGF integ inh 0, PRMT1 FP inh -2, HTRA1 inh 0, MBD2 inh 2, SIAE inh 9 and rCAG RNA binder -3.
For O=C(NCC1CC1)c1cccc2c1C(=O)c1ccc(-c3ccc(OC(F)(F)F)cc3)cc1S2(=O)=O the results were TCR-CD3 inh -1, NPR2 activator -2, TDP2 absorb 12, ABHD4 inh -2, LEDGF integ inh -6, PRMT1 FP inh 4, HTRA1 inh -2, MBD2 inh -1, SIAE inh 0 and rCAG RNA binder 0.
Screening COC(=O)[C@]12C[C@H](CC(=O)NCC3CCCCC3)C(=O)N(Cc3ccc(Cl)cc3Cl)C1=C[C@H](C(C)(C)C)O[C@@H]2C returned NPR2 activator -9, TDP2 absorb 5, ABHD4 inh 3, LEDGF integ inh -2, PRMT1 FP inh 3, MBD2 inh -4, SIAE inh 4 and rCAG RNA binder 8.
For N#C/C(C(=O)NCc1ccccc1)=C1/N=C(NC(=O)c2cccs2)c2ccccc21 the results were TCR-CD3 inh 6, NPR2 activator 4, TDP2 absorb -6, ABHD4 inh 4, LEDGF integ inh 3, PRMT1 FP inh -3, HTRA1 inh 6, MBD2 inh 1, SIAE inh 6 and rCAG RNA binder 4.
Cc1ccc(C(=O)Nc2ccc(N3CCN(C)CC3)nc2)cc1 was read as TCR-CD3 inh -2, NPR2 activator -1, TDP2 absorb 1, ABHD4 inh 2, LEDGF integ inh -1, PRMT1 FP inh -6, HTRA1 inh -1, MBD2 inh 0, SIAE inh 2 and rCAG RNA binder 1.
Screening O=C(NCCC1=CCCCC1)C1CCN(c2nc3ccccc3o2)CC1 returned TCR-CD3 inh 5, NPR2 activator 0, TDP2 absorb -6, ABHD4 inh -4, LEDGF integ inh -2, PRMT1 FP inh -1, HTRA1 inh 1, MBD2 inh 0, SIAE inh 0 and rCAG RNA binder -2.
Screening CNS(=O)(=O)c1cccc(C(=O)NCC(C)(C)N2CCCCC2)c1 returned TCR-CD3 inh 5, NPR2 activator 3, TDP2 absorb 1, ABHD4 inh 7, LEDGF integ inh 0, PRMT1 FP inh -5, HTRA1 inh 4, MBD2 inh -3, SIAE inh -3 and rCAG RNA binder 1.
CCCc1nnc(NC(=O)CCC(=O)N2CCN(Cc3ccc(C)cc3C)CC2)s1 was read as TCR-CD3 inh -3, NPR2 activator 1, TDP2 absorb -3, ABHD4 inh 7, LEDGF integ inh -2, PRMT1 FP inh 4, HTRA1 inh -7, MBD2 inh 6, SIAE inh 0 and rCAG RNA binder -8.
`CC12CCC(C(=O)O)(c3nc4cc([N+](=O)[O-])ccc4nc31)C2(C)C` (centres undefined) gave TCR-CD3 inh -5, NPR2 activator 0, TDP2 absorb 4, ABHD4 inh 6, LEDGF integ inh -1, PRMT1 FP inh 1, HTRA1 inh 0, MBD2 inh -1, SIAE inh 7 and rCAG RNA binder -1.
For Cc1ccc(C(=O)CCS(=O)(=O)c2ccc(Br)cc2)cc1 the results were TCR-CD3 inh 5, NPR2 activator -5, TDP2 absorb 7, ABHD4 inh -4, LEDGF integ inh 2, PRMT1 FP inh 5, HTRA1 inh -7, MBD2 inh -2, SIAE inh 1 and rCAG RNA binder -3.
C[C@@H]1CN([C@@H](C)CO)C(=O)c2cc(-c3ccncc3)cnc2O[C@H]1CN(C)C(=O)c1cccc(F)c1 was read as TCR-CD3 inh 2, NPR2 activator 5, TDP2 absorb 9, ABHD4 inh 3, LEDGF integ inh -1, PRMT1 FP inh 4, HTRA1 inh 2, MBD2 inh 2, SIAE inh 3 and rCAG RNA binder 2.
Screening COc1cc(CN(C)CC2CCCN(CCc3ccc(F)cc3)C2)c(Cl)cc1O (centres undefined) returned TCR-CD3 inh -9, NPR2 activator 0, TDP2 absorb -17, ABHD4 inh -2, LEDGF integ inh -5, PRMT1 FP inh 5, HTRA1 inh 7, MBD2 inh -1, SIAE inh 7 and rCAG RNA binder -8.
For CNC(=S)Nc1cccc(S(=O)(=O)NCc2ccco2)c1 the results were TCR-CD3 inh 1, NPR2 activator -1, TDP2 absorb -2, ABHD4 inh -2, LEDGF integ inh 0, PRMT1 FP inh 2, HTRA1 inh -10, MBD2 inh -1, SIAE inh 5 and rCAG RNA binder 5.
For Cc1ccc(NC(=O)CS(=O)CC(=O)N(c2ccccc2)C(C)C(=O)NC2CCCC2)cc1 (centres undefined) the results were TCR-CD3 inh 3, NPR2 activator 2, TDP2 absorb -5, ABHD4 inh 4, LEDGF integ inh 0, PRMT1 FP inh -1, HTRA1 inh -3, MBD2 inh 1, SIAE inh -9 and rCAG RNA binder -9.
Screening COc1ccc(/C=N/NC(=O)CCn2nnc3ccccc32)cc1 returned TCR-CD3 inh 2, NPR2 activator 7, TDP2 absorb 13, ABHD4 inh 7, LEDGF integ inh -4, PRMT1 FP inh 0, HTRA1 inh -1, MBD2 inh 3, SIAE inh 2 and rCAG RNA binder -3.
O=c1c2c3c(sc2nc(N2CCNCC2)n1CCc1ccccc1)CCCCC3 was read as TCR-CD3 inh 2, NPR2 activator -17, TDP2 absorb -5, ABHD4 inh 1, LEDGF integ inh -1, PRMT1 FP inh 0, HTRA1 inh 1, MBD2 inh 2, SIAE inh -4 and rCAG RNA binder 11.

Compound activity as filed in PubChem.
